Bioassay records deposited in PubChem by National Center for Advancing Translational Sciences (NCATS).
Vif-A3F inh: inhibitors of Vif-A3F interaction. HeLa A3F-eYFP + Vif (tagged APOBEC3F with the HIV-1 protein that degrades it), YFP fluorescence increase. Potency, µM (titrated, usually from 46.1 µM), without a hit: at the top dose activity, negative = active. actives 0.2% (n = 390,000). AID 602313; note: potency is the fitted concentration of half-maximal effect; % of control where 0% means no effect; nearly all actives have a fitted effect of over 65% in size
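HeLa cells stably expressing A3F-eYFP plus Vif, plated and incubated overnight at 37 deg C, then exposed to compounds overnight at 37 deg C. Blocked degradation read as raised yellow fluorescence (Ex 488/Em 500-530).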
GRP78 ERSR act: ER stress response induction in glioma | U87-MG GRP78 promoter luciferase reporter, 16 h | actives 0.02% (n = 420,000) | Potency, µM, for the others: top-dose activation, most hits filed as activators; note: potency is the fitted concentration of half-maximal effect; series mostly up to about 76 µM; % of control where 0% means no effect; nearly all actives have a fitted effect of over 35% in size
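Stably transfected U87-MG glioma cells carrying a GRP78-based luciferase sensor; 16 h compound incubation. Luminescence end-point read 10 min after Bright-Glo addition at room temperature.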
LDHA inh: LDHA (human) enzyme inhibition; P00338; purified LDHA, NADH/diaphorase-resazurin fluorescence; stronger effect = lower value; activity change, % (values are at about 110 or 230 µM); actives 0.15% (n = 480,000); AID 1347041; in the data active = activity change below about -30%; inconclusive = mostly about -25% to -30%;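 note: plate controls were DMSO wells for no effect and wells without enzyme for full effect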
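Resorufin fluorescence (ex540/em590), read at 0 and 20 min after diaphorase/resazurin addition, reports the NADH left after a 5 min room-temperature reaction of 2 nM human LDH5 with 0.06 mM NADH and 0.2 mM pyruvate.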
USP1-UAF1 inh: blocks the human USP1/UAF1 deubiquitinase complex; recombinant USP1/UAF1, Ub-Rhodamine cleavage fluorescence; actives 0.23% (n = 390,000); AID 743255; Potency, µM (titrated, usually from 57.1 µM), without a hit: at the highest dose activity change, negative = inhibition, usual class: inhibitors; note: potency is the fitted concentration of half-maximal effect; % is set by controls: 0 for no effect and ±100 for the full control effect; nearly all actives have a fitted effect of over 60% in size; inactives centre near -12
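In this screen, compounds sit with the deubiquitinase complex (1nM) for 15 min at room temperature before Ub-Rho is added at 150nM final. Fluorescence rise is then followed for 6 reads every 60 seconds.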
TrxR1 substrate: rat thioredoxin reductase 1 substrate activity; O89049; actives 0.01% (n = 390,000); AID 588456; purified TrxR1 substrate turnover, NADPH consumption readout; Potency, µM (highest dose often 114 µM), inactives show top-dose activity change, negative = substrate turnover; note: potency is the fitted concentration of half-maximal effect; % is set by controls: 0 for no effect and ±100 for the full control effect; nearly all actives have a fitted effect of over 50% in size
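Rat TrxR1, dispensed at 90 nM, was prereduced with 400 uM NADPH (final) for 5 min at ~22 deg C, then incubated with compound 15 min before 400 uM selenite. A first-read NADPH fluorescence drop versus no-compound background flagged substrates.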
IDH1 R132H inh: human IDH1 R132H inhibition | O75874 | IDH1-R132H enzyme, NADPH consumption, diaphorase/resazurin fluorescence | Potency, µM (titrated, usually from 76.6 µM), without a hit: at the highest dose activity change, negative = inhibition, usual class: inhibitors | actives 0.093% (n = 390,000) | AID 602179; note: potency is the fitted concentration of half-maximal effect; % is set by controls: 0 for no effect and ±100 for the full control effect; nearly all actives have a fitted effect of over 65% in size
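IDH1-R132H (0.5 ug/mL) preincubated 30 min with compound, then NADPH (0.016 mM) and alpha-KG (2 mM) added; 80 min at RT, pH 7.5. Remaining NADPH coupled via diaphorase/resazurin to fluorescence (540/590 nm); concentration-response curves normalized to no-enzyme control.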
PI4K2A inh: inhibitors of human PI4K2A; Q9BTU6; purified PI4K2A, ADP-Glo luminescence, 1 h; stronger effect = lower value; activity change, negative = inhibition, % at 76.9 µM; actives 0.13% (n = 420,000); AID 1346378; in the data active = activity change below about -50%; inconclusive = mostly about -30% to -49%;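 note: -100% = wells without enzyme as full effect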
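In this quantitative HTS, ADP production by PI4K2A was quantified luminescently after 1 h at ambient temperature; 100 microM adenosine served as plate-quality control.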
Vif-A3G inh: Vif-A3G binding inhibition; Q9HC16; HeLa A3G-eYFP + Vif (tagged APOBEC3G with the HIV-1 protein that degrades it), YFP fluorescence, overnight; Potency, µM (top dose mostly 46.1 µM), for inactives: top-dose activity, negative = active, actives largely listed as inhibitors; actives 0.076% (n = 410,000); AID 602310;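 note: potency is the fitted concentration of half-maximal effect; % is set by controls: 0 for no effect and ±100 for the full control effect; nearly all actives have a fitted effect of over 60% in size; hits raise eYFP signal because A3G escapes Vif-driven loss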
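Read-out is eYFP fluorescence (Ex 488/Em 500-530) from Vif-expressing HeLa A3G-eYFP cells; more signal means A3G escaped Vif-mediated degradation. Cells plated overnight, compound pinned in, incubated overnight at 37 deg C.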
RXFP1 agonist: activates the human relaxin receptor RXFP1; Q9HBX9; HEK293T-RXFP1 cAMP TR-FRET, 30 min; response scale: percent of porcine relaxin response, buffer zero; Potency, µM (highest dose often 57.5 µM), for inactives: top-dose activation, actives largely listed as activators; actives 0.3% (n = 370,000); AID 2676; note: potency is the fitted concentration of half-maximal effect; % is set by controls: 0 for no effect and ±100 for the full control effect; nearly all actives have a fitted effect of over 60% in size; many of its hits are not listed in these tables
Target sequence (Q9HBX9 whole entry, looked up): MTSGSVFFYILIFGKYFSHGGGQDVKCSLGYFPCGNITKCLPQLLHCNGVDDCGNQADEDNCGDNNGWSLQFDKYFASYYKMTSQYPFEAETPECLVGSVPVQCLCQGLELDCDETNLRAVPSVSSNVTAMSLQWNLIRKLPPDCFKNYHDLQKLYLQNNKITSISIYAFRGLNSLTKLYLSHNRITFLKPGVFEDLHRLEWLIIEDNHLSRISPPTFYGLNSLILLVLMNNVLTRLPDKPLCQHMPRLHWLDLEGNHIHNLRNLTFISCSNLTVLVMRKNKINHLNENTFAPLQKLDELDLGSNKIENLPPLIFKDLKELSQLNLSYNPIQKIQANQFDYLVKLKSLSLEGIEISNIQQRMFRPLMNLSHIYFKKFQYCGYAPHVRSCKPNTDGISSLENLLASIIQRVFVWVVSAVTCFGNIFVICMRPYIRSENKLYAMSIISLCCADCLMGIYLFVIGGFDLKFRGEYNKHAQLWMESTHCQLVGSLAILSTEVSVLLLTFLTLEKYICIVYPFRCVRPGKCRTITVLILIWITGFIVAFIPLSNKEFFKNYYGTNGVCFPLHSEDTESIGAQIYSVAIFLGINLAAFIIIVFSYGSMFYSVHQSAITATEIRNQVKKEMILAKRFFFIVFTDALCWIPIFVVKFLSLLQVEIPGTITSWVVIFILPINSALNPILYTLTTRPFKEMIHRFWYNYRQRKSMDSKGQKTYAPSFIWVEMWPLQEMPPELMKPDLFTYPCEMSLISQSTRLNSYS
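cAMP rise read by TR-FRET after 30 min, 37C compound exposure (up to 58 uM) in RXFP1-transfected HEK293 cells with Ro 20174 present. EC50 from Hill-equation fits, with 29 nM porcine relaxin as 100% and buffer as basal.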
* = called active by the depositor; ? = inconclusive; · = not tested or not shown; & = joins results of further samples; [ ] = dose if it differs, or a comment. Unless noted, calls come from the whole dose curve; as a rule, active = well fitted curve in the direction sought with a large enough effect; inconclusive = small, poorly fitted or top-dose-only effect, or another doubt; inactive = no such curve, though single readings can be large; an effect the other way counts as inactive or inconclusive. An excerpt, so the mix of outcomes need not match the whole.

SMILES	Vif-A3F inh	GRP78 ERSR act	LDHA inh	USP1-UAF1 inh	TrxR1 substrate	IDH1 R132H inh	PI4K2A inh	Vif-A3G inh	RXFP1 agonist
CC(C)(C)OC(=O)NCCCCc1cn(CC(=O)N2CCN(C(=O)OC(C)(C)C)CC2)nn1	0%	-1%	3	-13%	-3%	-3%[38.3 µM]	-1	-3%	0.2%
CCOC(=O)c1c(NC(=O)COC(=O)c2nc(Cl)ccc2Cl)sc(C(=O)N(C)C)c1C	2%	-5%	-2	-15%	-3%	10%	-7	-1%	4.2%
CC(C)CN1CCC(=O)N(CCSc2ccccc2)CC1	-8%	-4%&-6%	1	19%	-8%&6%	-1%	-4	2%&-1%	-0.9%
COc1ccccc1NC(=O)Cn1c(=O)c(CNc2ccccc2)cc2cc(OC)c(OC)cc21	-6%	0%	29	-17%	6%	-13%	6	-6%	?
COc1ccc(OC)c(/C=N/NC(=O)C(=O)N/N=C/c2cc(OC)ccc2OC)c1	-13%	-3%	-10	-7%	4%	-5%	5	-4%	·
N#CCCC(CCC#N)(CCC#N)c1cc[n+](CCc2ccccn2)cc1	0%	-2%	4	-12%	6%[57.1 µM]	-6%	-1	2%	0.6%
O=C(CCC(=O)OCC(=O)c1cccc([N+](=O)[O-])c1)NC1CCCCC1	1%	-2%	-3	5%	-9%	-14%	3	0%	1.4%
COc1cc(/C=C(\C#N)C(=O)NC2CCCCC2)ccc1OCc1ccc(C(=O)O)cc1	-6%	3%	-6	-24%	-2%[57.1 µM]	0%	-11	-1%	-1.1%
O=C1NC(=S)SC1=Cc1ccc2c(c1)OCO2	10%	2%	-6	1%	-6%	-2%	8	1%	·
CCCC1=NN(c2ccc([N+](=O)[O-])cc2)C(=O)/C1=C/N(C)C	-5%	1%	-8	-4%	-15%	1%	4	1%	-0.4%
O=C(COC(=O)c1n[nH]c2ccccc12)NC(=O)NC1CCCC1	·	-18%	0	-5%	-2%	3%	6	0%	-2.0%
C=CCNC(=O)CNS(=O)(=O)c1ccc(F)cc1	0%	-3%	2	-5%	-4%	1%	1	-1%	0.0%
Cn1c(Cc2ccccc2)nnc1SCC(=O)Nc1cccc(S(=O)(=O)NC2=NCCCCC2)c1	-6%	-3%	-10	-21%	8%	9%	0	4%	6.3%
CCC(=O)N1CCc2cc(Br)cc(S(=O)(=O)CCC(=O)N3CCN(c4cccc(C)c4)C(C)C3)c21 (stereo not drawn)	1%	1%	4	-12%	-6%	-7%	1	-6%	0.7%
O=C(COc1ccc(Cl)cc1Cl)Nc1ccccc1NS(=O)(=O)c1cccs1	4%	5%	11	-4%	-2%	0%	3	-7%	3.9%
CN(CC(=O)OCC(=O)NC(=O)c1cccn1C)S(=O)(=O)c1ccc(Cl)cc1	-10%	-6%	-2	0%	4%[57.1 µM]	3%	-3	1%	0.3%
COc1cccc(/C=N/Nc2nnc3c(n2)[nH]c2ccccc23)c1OC	-2%	-1%	-5	-14%	-12%	-8%	6	3%	-0.7%
Cc1ccc(NC(=O)/C(C#N)=C/c2cc(C)n(-c3ccc(Br)cc3)c2C)cc1C	3%	-10%	-3	-12%	1%	14%	2	?	0.4%
COC(=O)c1cnc(N2CCCN(S(=O)(=O)c3ccccc3)CC2)nc1C(F)(F)F	-3%	0%	-3	-21%	7%	1%	-3	2%	-0.1%
CCSc1c([N+](=O)[O-])c(=O)n(-c2ccccc2)c2ccccc12	?	-1%	-6	-1%	-8%	-2%	-1	?	·
CCOC(=O)C1=C(CN2CCN(C(=O)OCC)CC2)NC(=O)NC1c1ccc2c(c1)OCO2 (stereo not drawn)	-3%	-4%	-4	-12%	2%[57.1 µM]	-8%	5	2%	0.5%
CCN(C(=O)COC(=O)CNS(=O)(=O)c1ccc(C)cc1)C1CCS(=O)(=O)C1 (stereo not drawn)	-4%	-1%	-10	2%	·	2%	0	1%	·
Fc1cccc(CSc2ncnc3c2ncn3C2CCCCO2)c1 (stereo not drawn)	14%	2%	1	5%	-3%[57.1 µM]	7%	0	-2%	·
O=C1CN(C(=O)c2ccc(Cl)c(S(=O)(=O)N3CCc4ccccc43)c2)c2ccccc2N1	17%	-2%	2	-22%	24%[0.0914 µM]	5%	-2	-11%	-1.0%
O=C(Nc1nnc(S(=O)(=O)N2CCCc3ccccc32)s1)c1ccc(Cl)cc1	3%	0%	-14	?	4%	30%	-2	-2%	-0.1%
CCC(=O)CCC(=O)c1ccc2ccccc2c1	5%	0%	-4	-1%	13%	11%	-2	-2%	0.4%
CN(C(=O)CCCN1C(=O)c2cccc3cccc(c23)C1=O)c1ccccc1	?	-3%	3	-6%	10%[57.1 µM]	7%	2	-6%	1.6%
O=C(NC(Cc1ccccc1)C(=O)O)/C(=C/c1ccc([N+](=O)[O-])cc1)NC(=O)c1ccco1 (stereo not drawn)	-7%	-4%	-4	?	-12%	-9%	-2	1%	-2.8%
CC(C)NC(=O)c1ccccc1NC(=O)Cc1ccc([N+](=O)[O-])cc1	6%	-3%	-6	-17%	7%[57.1 µM]	0%	3	-2%	1.9%
CCOC(=O)c1cn[nH]c1N	3%	2%	-6	8%	17%[57.1 µM]	1%	0	3%	0.7%
CCOC(=O)c1nn(-c2ccc(C)c(C)c2)c(=O)c2c(N)scc12	-13%	-8%	19	-21%	-14%	7%	?	-13%	0.4%
COC1OC2COC(c3ccccc3)OC2C(NC(C)=O)C1OC(C)=O (stereo not drawn)	0%	-3%	-6	-19%	·	-2%	-1	0%	·
C=C1C(=O)[C@]23C[C@H]1CCC2[C@@]1(C)C(C[C@@H]3O)[C@](C)(C(=O)O)C[C@H](O)[C@@H]1O (stereo partly drawn)	·	-4%	-10	·	·	·	-13	-1%	·
CC(=O)c1cccc(NS(=O)(=O)N2CCOCC2)c1	-2%	-8%	0	-6%	2%	10%	4	1%	0.1%
CCOC(=O)c1cnc(-n2nc(C)cc2C)nc1Oc1ccc(C#N)cc1	1%	-5%	1	-13%	3%	1%	3	0%	0.0%
CC1CC(C)CN(C(=O)c2cccc(S(=O)(=O)NCc3ccccc3)c2)C1 (stereo not drawn)	-9%	-3%	-2	-7%	0%	-10%	-5	2%	·
CN(C)S(=O)(=O)c1cccc(NC(=O)COC(=O)c2c[nH]c(=O)[nH]c2=O)c1	1%	-6%	-7	-5%	5%[57.1 µM]	-12%	6	-1%	2.0%
CCOC(=O)N1CCC(NC(=O)c2cc(S(=O)(=O)N3CCc4ccccc43)cn2C)CC1	-3%	1%	-8	-20%	-4%	17%	0	0%	1.5%
COc1cccc(CNC(=O)CCC2CCCN(C(=O)C3=CC(=O)CC(C)(C)O3)C2)c1 (stereo not drawn)	7%	1%	0	-7%	3%[57.1 µM]	-7%	-5	-1%	2.3%
COc1ccccc1CNC(=O)COCc1cc(-c2cccs2)on1	0%	-5%	-9	-5%	-5%	24%	1	6%	-0.4%
CC(CC(=O)Nc1ccc2c(c1)c(=O)n(C)n2Cc1ccc(F)cc1)C(F)(F)F (stereo not drawn)	·	-1%	-9	·	·	·	2	-3%	·
CC1CCN(CC(=O)Nc2nn(-c3ccccc3)nc2C(N)=O)CC1	-4%	-6%	-6	-8%	25%	1%	0	1%	-1.1%
COCc1cc(=O)n2[nH]c(C)nc2n1	-2%	-4%	-14	-10%	-4%	0%	1	0%	0.3%
O=C(NCCOCCOCCNC(=O)c1ccccc1)c1ccccc1	-8%	-5%	-8	-10%	4%	4%	1	2%	-2.2%
COc1cc(OC)c(C2=NOC(C(=O)Nc3cc(C)nn3-c3ccccc3)C2)cc1Cl (stereo not drawn)	-22%	-5%	-1	-11%	9%	0%	-8	-11%	0.9%
C/C(NC(=O)c1cccc(F)c1)=C1/C(=O)C[C@@H]2[C@H]1C2(C)C	4%	8%	-3	-17%	2%	2%	-3	-1%	0.1%
Nc1cccc2c(O)cc(S(=O)(=O)O)cc12	-10%	-2%	35	25µM*	142%[activator]	21%	?	4%	·
CCN(CC)CCN1C(=O)c2ccccc2NC1c1ccc(Br)cc1 (stereo not drawn)	-7%	-4%	-5	?	95%	6%	-1	3%	3.9%
Cc1nn(-c2ccccc2)c(Cl)c1/C=N/Nc1nnc(C)c(=O)[nH]1	-30%	-1%	-8	-4%	-4%	4%	2	1%	-1.1%

Structures from the list above with a cyano group:
SMILES	Vif-A3F inh	GRP78 ERSR act	LDHA inh	USP1-UAF1 inh	TrxR1 substrate	IDH1 R132H inh	PI4K2A inh	Vif-A3G inh	RXFP1 agonist
N#CCCC(CCC#N)(CCC#N)c1cc[n+](CCc2ccccn2)cc1	0%	-2%	4	-12%	6%[57.1 µM]	-6%	-1	2%	0.6%
COc1cc(/C=C(\C#N)C(=O)NC2CCCCC2)ccc1OCc1ccc(C(=O)O)cc1	-6%	3%	-6	-24%	-2%[57.1 µM]	0%	-11	-1%	-1.1%
Cc1ccc(NC(=O)/C(C#N)=C/c2cc(C)n(-c3ccc(Br)cc3)c2C)cc1C	3%	-10%	-3	-12%	1%	14%	2	?	0.4%
CCOC(=O)c1cnc(-n2nc(C)cc2C)nc1Oc1ccc(C#N)cc1	1%	-5%	1	-13%	3%	1%	3	0%	0.0%
